Bioassay records deposited in PubChem by several laboratories.
M1AAP inhibition: P. falciparum M1AAP inhibitors, biochemical, fluorogenic H-Leu-NHMec substrate, 1536-well (AID 1445) | recombinant M1AAP, H-Leu-NHMec fluorogenic kinetic assay; higher % means a stronger effect | inhibition, % at 30 µM, or IC50 in µM where a hit was titrated | 220,000 tested, 0.42% active;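 active = primary inhibition above the hit cutoff, then over 50% inhibition at one or more dose response concentrations, cut at about 23% in these data, passing the limit was not always enough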;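 note: plate controls were DMSO full reaction for no effect and no enzyme background for full effect; strong numbers were not always called active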
M17LAP inhibition: P. falciparum M17LAP inhibitors, primary screen, biochemical, fluorogenic H-Leu-NHMec substrate, 1536-well (AID 1619); recombinant M17LAP, H-Leu-NHMec fluorogenic kinetic assay; higher % means a stronger effect; inhibition, % at 30 µM; hits with a dose series show IC50 in µM; 220,000 tested, 0.38% active;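 active = compound inhibiting the enzyme by more than half at any dose during confirmatory dose-response retesting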;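 note: plate controls were full reaction with DMSO carrier for no effect and no enzyme background for full effect; strong numbers were not always called active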
Autophagy HCS: alters autophagy in cells | calls only at 10 µM (by protocol) | 190,000 tested, 0.98% active | MEF GFP-LC3 puncta imaging; test concentration mostly 10 µM | AID 463193;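 active = percentage of spot-positive cells more than 3 SD above its plate mean, without a fluorescence outlier flag or 80% toxicity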;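 note: spot-positive cell cutoff set from DMSO-treated cells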
Lipid droplet: modulators of hepatic lipid droplet formation; AML12 mouse hepatocytes, oleate lipid droplets, BODIPY imaging; 240,000 tested, 0.4% active; inhibition, % at 6.5 µM;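 active = lipid droplet intensity inhibited by at least 50%, with more than 500 cells counted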
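System: AML12 hepatocytes (mouse). Probe or stimulus: oleic acid at 100 µM to induce lipid droplet formation. Times: overnight treatment with compound plus oleate. Detection: Image-based BODIPY and DAPI two-channel analysis. Evaluation: percent inhibition of filter-corrected integrated lipid droplet intensity per well.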
MT stabilize HCS: microtubule stabilization, imaging screen; 200,000 tested, 0.83% active; HeLa tubulin immunostaining HCS, 24 h; share of cells brighter than vehicle mean+2SD; % tubulin-high responders, % at 10 µM;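 active = plate Z-score above 3 for both tubulin-high and condensed-nucleus cell shares, with cell loss under 80%, at 10 µM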;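 note: anti alpha tubulin signal scored within the nucleus-defined area of each cell; some results filed as inactive read as strong as hits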
Yfh1-off respiration: mitochondrial function rescue without frataxin homolog – Friedreich's ataxia, plus single-dose screen, dose response (AID 1465). 220,000 tested, 0.074% active. S. cerevisiae Yfh1-off respiration, WST-1 reduction, 72 h; higher fold induction means a stronger effect. one-dose fold induction at 50 µM; EC50 in µM for titrated hits;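 active = fold induction of absorbance versus untreated yeast above a set limit, then at least 30% activation at any dose in follow-up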;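 note: activators that raise dye reduction in frataxin-depleted yeast; strong numbers were not always called active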
Ins promoter up: MIN6 insulin promoter up-regulation. MIN6 insulin promoter-GFP reporter, high-content imaging; active compounds read high. z-score at 5 µM. 190,000 tested, 0.3% active. AID 1625;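 active = z-score above 3 at 5 µM with at least 500 cells counted in the well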
Dynein transport: dynein cargo transport inhibition; 3617.4 mouse cells, GR-EGFP nuclear translocation imaging; test concentration mostly 20 µM; stimulated with dexamethasone, 1 µM; active compounds read low; 220,000 tested, 0.47% active; z-score, hits read low;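 active = plate z-score of nuclear minus cytoplasmic receptor signal below a set negative limit, without overly bright fluorescence or cell loss, cut at about -3.5 in these data, passing the limit was not always enough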;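 note: z-score of nuclear minus cytoplasmic ring GR-EGFP intensity difference per well; some compounds called inactive have numbers as strong as hits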
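medium = tetracycline-free induction medium containing charcoal-stripped FBS | probe or stimulus = dexamethasone, 1.0 µM final | timing = 48 h induction, then 1 h compound, then 30 min agonist, 37 °C | detection = automated 10x imaging of fixed Hoechst-stained cells | read-out basis = nuclear versus cytoplasmic GR-EGFP signal, averaged per well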
ER stress rescue: protection against thapsigargin-triggered cell killing – 384-well, CSM14.1, ATP luminescence, primary screen (AID 1222); 190,000 tested, under 10 active; CSM14.1 thapsigargin-induced death rescue, ATP luminescence; higher % means a stronger effect; cellular ATP content (survival), % at 20 µM; hits with a dose series show EC50 in µM;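 active = EC50 below 50 µM in the dose-response confirmation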;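 note: death triggered by thapsigargin at about 15 µM added after 2 h compound pretreatment; cell ATP read after overnight thapsigargin exposure of roughly 18 to 22 hours; normalized against plate controls of thapsigargin alone and 5% DMSO vehicle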
Dynein transport cytoplasmic EGFP: also measured in Dynein transport; calls as there; z-score; measured here: cytoplasmic GR-EGFP intensity; active compounds read high
Dynein transport nuclear GR-EGFP: also measured in Dynein transport; calls as there; z-score; measured here: nuclear GR-EGFP intensity;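 lower value marks the stronger effect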
Dynein transport cell count: further read-out of Dynein transport, marked with its call; z-score; measured here: cell count per field
Ins promoter up cell count: second read-out of Ins promoter up, no call of its own (marks repeat the call); cell count; measured here: cytotoxicity, nuclei count;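 total cells summed across four imaged fields per well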
Lipid droplet cells 6.5 µM: also measured in Lipid droplet; calls as there; cell count; measured here: cell count, cytotoxicity flag;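 cells counted across two imaged fields per well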
MT stabilize HCS Hoechst-high %: further read-out of MT stabilize HCS, marked with its call; % Hoechst-high responders; measured here: nuclear condensation Hoechst responders;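 share of cells brighter than vehicle mean plus two SD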
MT stabilize HCS cytotoxicity %: recorded beside MT stabilize HCS, whose call it bears; toxicity, %; measured here: cytotoxicity by cell density;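 0% = mean cell density of plate MIN control wells and 100% = no cells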
Autophagy HCS cell loss 18 h: recorded beside Autophagy HCS, whose call it bears; toxicity, %; measured here: cell loss, nuclei count;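 cell loss after 18 h compound exposure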
Active calls of the source: *.

Results for CCn1c(C)c(C(C)=O)c(N2CCN(c3ccc(F)cc3)CC2)nc1=S ?
M1AAP inhibition: 0%; M17LAP inhibition: 19%; Autophagy HCS: inactive; Lipid droplet: 1; MT stabilize HCS: 3.1; Yfh1-off respiration: inactive; Ins promoter up: -0.54; Dynein transport: 0.72; ER stress rescue: 3.4%; Dynein transport cytoplasmic EGFP: -0.11; Dynein transport nuclear GR-EGFP: 0.75; Dynein transport cell count: 0.61; Ins promoter up cell count: 911; Lipid droplet cells 6.5 µM: 753; MT stabilize HCS Hoechst-high %: 2.1; MT stabilize HCS cytotoxicity %: 6.1; Autophagy HCS cell loss 18 h: -5

How did C[N+](C)=C1SCC(C)(/C=N/O)S1 (centres undefined) do in these assays?
M1AAP inhibition: -2%; M17LAP inhibition: -3%; Lipid droplet: -10; Yfh1-off respiration: inactive; Ins promoter up: -0.28; Dynein transport: -0.43; Dynein transport cytoplasmic EGFP: -0.13; Dynein transport nuclear GR-EGFP: 0.15; Dynein transport cell count: 0.19; Ins promoter up cell count: 976; Lipid droplet cells 6.5 µM: 745

What do the screens show for `COc1ccc(C(=O)NNC(=S)NC(=O)c2cccnc2)cc1`?
M1AAP inhibition: 7%; M17LAP inhibition: 71%; Autophagy HCS: inactive; Lipid droplet: 5; MT stabilize HCS: 2.3; Yfh1-off respiration: inactive; Ins promoter up: -1.1; Dynein transport: 2.3; ER stress rescue: 1.5%; Dynein transport cytoplasmic EGFP: -0.054; Dynein transport nuclear GR-EGFP: 1.2; Dynein transport cell count: -1.3; Ins promoter up cell count: 1373; Lipid droplet cells 6.5 µM: 677; MT stabilize HCS Hoechst-high %: 2.3; MT stabilize HCS cytotoxicity %: 3.3; Autophagy HCS cell loss 18 h: 5

Results for CCC(=O)Nc1cccc(NC(=S)NC(=O)c2ccccc2)c1 ?
M1AAP inhibition: 4%; M17LAP inhibition: 7%; Autophagy HCS: inactive; Lipid droplet: -30; MT stabilize HCS: 2.4; Yfh1-off respiration: inactive; Ins promoter up: 1.1; Dynein transport: -0.78; ER stress rescue: -2.3%; Dynein transport cytoplasmic EGFP: -0.24; Dynein transport nuclear GR-EGFP: -0.21; Dynein transport cell count: 0.53; Ins promoter up cell count: 1287; Lipid droplet cells 6.5 µM: 637; MT stabilize HCS Hoechst-high %: 2.4; MT stabilize HCS cytotoxicity %: 1.0; Autophagy HCS cell loss 18 h: 12

How did CCCc1cc(=O)n2[nH]c(NCc3c(F)cccc3Cl)nc2n1 do in these assays?
M1AAP inhibition: 2%; M17LAP inhibition: 25%; Autophagy HCS: inactive; Lipid droplet: 0; MT stabilize HCS: 3.3; Yfh1-off respiration: inactive; Ins promoter up: 0.94; Dynein transport: -1.2; ER stress rescue: -2.9%; Dynein transport cytoplasmic EGFP: -0.22; Dynein transport nuclear GR-EGFP: -1.2; Dynein transport cell count: 0.32; Ins promoter up cell count: 1200; Lipid droplet cells 6.5 µM: 793; MT stabilize HCS Hoechst-high %: 1.7; MT stabilize HCS cytotoxicity %: 2.7; Autophagy HCS cell loss 18 h: 3

What do the screens show for `CC(C)(Oc1ccc(Cl)cc1)C(=O)N1CCC(C(N)=O)CC1`?
M1AAP inhibition: 1%; M17LAP inhibition: -1%; Autophagy HCS: inactive; Lipid droplet: 8; MT stabilize HCS: 2.1; Yfh1-off respiration: inactive; Ins promoter up: 0.91; Dynein transport: -0.91; ER stress rescue: 2.1%; Dynein transport cytoplasmic EGFP: -0.21; Dynein transport nuclear GR-EGFP: -0.33; Dynein transport cell count: 0.93; Ins promoter up cell count: 1541; Lipid droplet cells 6.5 µM: 723; MT stabilize HCS Hoechst-high %: 0.9; MT stabilize HCS cytotoxicity %: 0.9; Autophagy HCS cell loss 18 h: 8

What do the screens show for `Cc1ccc(Nc2nc3c(c(=O)[nH]c(=O)n3C)n2Cc2ccc(F)cc2)cc1`?
M1AAP inhibition: 0%; M17LAP inhibition: 10%; Autophagy HCS: inactive; Lipid droplet: -9; MT stabilize HCS: 3.2; Yfh1-off respiration: inactive; Dynein transport: -0.076; ER stress rescue: 0.6%; Dynein transport cytoplasmic EGFP: -0.27; Dynein transport nuclear GR-EGFP: -0.18; Dynein transport cell count: 0.84; Lipid droplet cells 6.5 µM: 707; MT stabilize HCS Hoechst-high %: 2.0; MT stabilize HCS cytotoxicity %: 6.1; Autophagy HCS cell loss 18 h: -9

How did Cc1cc(N2CCN(C(=O)c3ccco3)CC2)n2nc(-c3cccc(F)c3)cc2n1 do in these assays?
M1AAP inhibition: 0%; M17LAP inhibition: -1%; Autophagy HCS: inactive; Lipid droplet: -1; MT stabilize HCS: 4.0; Yfh1-off respiration: inactive; Ins promoter up: -1.8; Dynein transport: -0.3; ER stress rescue: 4.0%; Dynein transport cytoplasmic EGFP: -0.33; Dynein transport nuclear GR-EGFP: 0.13; Dynein transport cell count: 0.054; Ins promoter up cell count: 1160; Lipid droplet cells 6.5 µM: 713; MT stabilize HCS Hoechst-high %: 2.3; MT stabilize HCS cytotoxicity %: 2.4; Autophagy HCS cell loss 18 h: -10

How did Cc1[nH]c(=O)[nH]c(=O)c1/C=N/NC(=O)[C@H](C)N do in these assays?
M1AAP inhibition: -4%; M17LAP inhibition: 5%; Lipid droplet: 3; Yfh1-off respiration: inactive; Ins promoter up: 0.69; Dynein transport: 1; Dynein transport cytoplasmic EGFP: -0.31; Dynein transport nuclear GR-EGFP: 0.58; Dynein transport cell count: -0.16; Ins promoter up cell count: 1300; Lipid droplet cells 6.5 µM: 722

How did CC(CNC(=O)C(C)C)NC(=O)C(C)C (centres undefined) do in these assays?
M1AAP inhibition: 3%; M17LAP inhibition: 3%; Autophagy HCS: inactive; Lipid droplet: 19; MT stabilize HCS: 3.0; Yfh1-off respiration: inactive; Ins promoter up: -0.7; Dynein transport: -0.036; ER stress rescue: 2.6%; Dynein transport cytoplasmic EGFP: 0.21; Dynein transport nuclear GR-EGFP: 0.33; Dynein transport cell count: -0.33; Ins promoter up cell count: 848; Lipid droplet cells 6.5 µM: 836; MT stabilize HCS Hoechst-high %: 1.2; MT stabilize HCS cytotoxicity %: 10; Autophagy HCS cell loss 18 h: -9

What do the screens show for `CCOC(=O)CNC(=S)N(Cc1ccccc1F)C1CCCCC1`?
M1AAP inhibition: 5%; M17LAP inhibition: 3%; Autophagy HCS: inactive; Lipid droplet: 16; Yfh1-off respiration: inactive; Ins promoter up: -1.2; Dynein transport: 0.85; ER stress rescue: -0.9%; Dynein transport cytoplasmic EGFP: -0.25; Dynein transport nuclear GR-EGFP: 0.76; Dynein transport cell count: 0.46; Ins promoter up cell count: 1326; Lipid droplet cells 6.5 µM: 696; Autophagy HCS cell loss 18 h: -5

Results for O=C(C1CCN(Cc2cn[nH]c2-c2ccc(F)cc2F)CC1)N1CCOCC1 ?
M1AAP inhibition: 0%; M17LAP inhibition: -1%; Autophagy HCS: inactive; Lipid droplet: 0; MT stabilize HCS: 2.3; Yfh1-off respiration: inactive; Ins promoter up: 1.2; Dynein transport: 1.4; ER stress rescue: 1.7%; Dynein transport cytoplasmic EGFP: -0.27; Dynein transport nuclear GR-EGFP: 0.47; Dynein transport cell count: -0.68; Ins promoter up cell count: 1397; Lipid droplet cells 6.5 µM: 698; MT stabilize HCS Hoechst-high %: 2.0; MT stabilize HCS cytotoxicity %: 4.9; Autophagy HCS cell loss 18 h: 24

What do the screens show for `COC(=O)[C@@H]1CCCN1C(=O)CCc1nnc(CCC2CCCCC2)o1`?
M1AAP inhibition: -3%; M17LAP inhibition: -2%; Autophagy HCS: inactive; Lipid droplet: -10; MT stabilize HCS: 1.6; Yfh1-off respiration: inactive; Dynein transport: -1.2; ER stress rescue: -0.7%; Dynein transport cytoplasmic EGFP: -0.23; Dynein transport nuclear GR-EGFP: -0.67; Dynein transport cell count: -0.33; Lipid droplet cells 6.5 µM: 719; MT stabilize HCS Hoechst-high %: 1.5; MT stabilize HCS cytotoxicity %: 3.1; Autophagy HCS cell loss 18 h: -2

How did O=c1ccc(NS(=O)(=O)c2ccccc2)cn1Cc1ccc(Cl)c(Cl)c1 do in these assays?
M1AAP inhibition: 17%; M17LAP inhibition: 5%; Autophagy HCS: inactive; MT stabilize HCS: 1.8; Yfh1-off respiration: inactive; Ins promoter up: 4.3*; Dynein transport: 1.6; ER stress rescue: -5.6%; Dynein transport cytoplasmic EGFP: -0.17; Dynein transport nuclear GR-EGFP: 0.31; Dynein transport cell count: -0.82; Ins promoter up cell count: 1478*; MT stabilize HCS Hoechst-high %: 0.5; MT stabilize HCS cytotoxicity %: 0.7; Autophagy HCS cell loss 18 h: -2

How did CC(C(=O)O)n1cnc2sc3c(c2c1=O)CCCC3 (centres undefined) do in these assays?
M1AAP inhibition: -6%; M17LAP inhibition: 41%; Autophagy HCS: inactive; Lipid droplet: -26; MT stabilize HCS: 2.2; Yfh1-off respiration: inactive; Ins promoter up: -0.23; Dynein transport: 1.8; ER stress rescue: -0.2%; Dynein transport cytoplasmic EGFP: -0.22; Dynein transport nuclear GR-EGFP: 0.43; Dynein transport cell count: -1.1; Ins promoter up cell count: 1495; Lipid droplet cells 6.5 µM: 689; MT stabilize HCS Hoechst-high %: 1.0; MT stabilize HCS cytotoxicity %: 0.0; Autophagy HCS cell loss 18 h: 10
